Screening results deposited in PubChem BioAssay by Broad Institute.
CASP6 VEID inh: caspase-6 (human) enzyme inhibition. P55212. purified caspase-6, Z-VEID-R110 cleavage fluorescence. inhibition, % at 12.5 µM. 0.53% of 350,000 active;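 active = mean inhibition across replicates at least about 35%, with every replicate also reaching that limit, limit read from the data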;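 note: 0% = median of neutral control wells and 100% = no fluorescence left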
Target sequence (P55212 24-179 limits assumed): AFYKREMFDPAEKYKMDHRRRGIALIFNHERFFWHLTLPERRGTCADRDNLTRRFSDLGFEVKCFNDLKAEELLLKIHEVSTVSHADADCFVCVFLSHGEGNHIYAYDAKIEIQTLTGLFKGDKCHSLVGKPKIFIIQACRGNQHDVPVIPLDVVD
Target sequence (P55212 194-293 limits assumed): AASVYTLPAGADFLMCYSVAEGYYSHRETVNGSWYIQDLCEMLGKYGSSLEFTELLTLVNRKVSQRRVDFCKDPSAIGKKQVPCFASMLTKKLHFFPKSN
ERp5 block: inhibitors of human ERp5 | 0.05% of 350,000 active | ERp5 insulin aggregation, absorbance 650 nm, 90 min | AID 651711 | inhibition, % at 9.99 µM;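 active = mean replicate inhibition above about 25%, with every replicate also reaching it, limit read from the data, passing the limit was not always enough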
Target sequence (Q15084 whole entry, looked up): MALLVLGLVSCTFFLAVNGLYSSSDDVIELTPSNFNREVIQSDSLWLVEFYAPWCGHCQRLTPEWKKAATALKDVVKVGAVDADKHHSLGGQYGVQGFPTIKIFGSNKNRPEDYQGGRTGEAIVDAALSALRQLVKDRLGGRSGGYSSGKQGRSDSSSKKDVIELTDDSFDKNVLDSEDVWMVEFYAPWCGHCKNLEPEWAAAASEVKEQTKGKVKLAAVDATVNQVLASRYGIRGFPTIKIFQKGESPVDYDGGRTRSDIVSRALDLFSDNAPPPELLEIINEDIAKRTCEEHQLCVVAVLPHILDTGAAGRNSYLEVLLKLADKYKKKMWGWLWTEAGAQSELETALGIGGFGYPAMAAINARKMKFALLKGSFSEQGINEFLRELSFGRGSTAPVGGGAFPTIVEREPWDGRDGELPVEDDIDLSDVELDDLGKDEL
RAD52 anneal inh: inhibitors of human RAD52 DNA annealing; recombinant RAD52 DNA annealing, FRET fluorescence; P43351; 0.46% of 360,000 active; AID 651710; inhibition, % at 18.7 µM;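 active = every replicate showing at least 50% inhibition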
PglD inh: inhibitors of Campylobacter jejuni PglD acetyltransferase; purified PglD enzyme, DTNB colorimetric CoA detection; inhibition, % at 12.5 µM; 0.098% of 360,000 active; AID 602405; in the data active = inhibition above about 16%, passing the limit was not always enough; note: strong numbers were not always called active
esBAF inh: SWI/SNF esBAF complex inhibition | mouse ES cells, Bmi1-luciferase knock-in reporter, 24 h; 100% = twice the neutral-well signal | reporter increase, % at 12.5 µM | 2% of 350,000 active | AID 602393; in the data active = activation above about 40%;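 note: 0% = median of the plate's neutral control wells and 100% = double that signal; a rise in the Bmi1 reporter signal indicates esBAF inhibition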
E-selectin induc: induces E-selectin expression in human endothelial cells; P16581; HUVEC E-selectin immunofluorescence imaging; normalized: neutral wells 0, TNF-alpha wells 100; activation, % at 7.58 µM; 0.37% of 260,000 active;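 active = mean E-selectin-positive cell signal at least 10% of the positive control, reached in at least 60% of replicates, without over 20% cell loss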;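 note: in these data hits start at about 27%; measured in HUVEC primary endothelial cells; signal is the percent of cells scored E-selectin positive by PE staining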
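System: HUVEC, human umbilical vein endothelial cells; quantity: 3,000 cells/well; buffer or medium: EGM-2 medium, gelatin-coated wells; dosing: single-point compound dose; detection: immunofluorescence imaging; evaluation: % PE-positive cells; benchmarks: TNF-alpha, DMSO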
RAD54 branch: inhibitors of human RAD54 branch migration; RAD54 Holliday junction branch migration, FAM/BHQ fluorescence; inhibition, % at 10.4 µM; 0.14% of 360,000 active; AID 602329;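 active = mean normalized replicate activity at least 40 and at least half of replicates scoring 40 or more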;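 note: 0% = median of neutral control wells and 100% = median of positive control wells; inhibitors cause a drop in the FAM fluorescence signal; in these data hits start at about 50%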
ARNT-TACC3 inh: ARNT/TACC3 interaction disruption. 0.66% of 390,000 active. Q9Y6A5. AlphaScreen His-ARNT PAS-B/GST-TACC3 binding, luminescence; TACC3 fragment carries E629A point mutation. inhibition, % at 9.99 µM. AID 623870;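 active = mean inhibition of replicates at least 50% and at least half of replicates each reaching 50%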;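 note: 0% = complete ARNT plus TACC3 wells and 100% = ARNT alone without TACC3; many hits fall short of the cut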
An asterisk follows results filed as active; nt = no result given; & = joins results of further samples. An unsorted share of the library (roughly 3.2% active in at least one column).

SMILES	CASP6 VEID inh	ERp5 block	RAD52 anneal inh	PglD inh	esBAF inh	E-selectin induc	RAD54 branch	ARNT-TACC3 inh
COC(=O)C1=C(C(=O)OC)[C@@H]2N(C)c3ccccc3[C@@]23C[C@@H](C(=O)OC)N(C(=O)c2ccco2)C3=N1	-1	-5	-15	0	nt	0.1	-4	-5
CC(C)(CN1CCCC1)NS(=O)(=O)c1ccccc1	-7	-3	-9	1	6	0.1	-2	-4
COc1ccc(CN(C(=O)c2oc3cc(C)c(C)cc3c2C)C2CCS(=O)(=O)C2)cc1OC (centres undefined)	9	3	-8	-2	-6	0.5	2	14
Brc1ccc(-c2nnc3ccc(N4CCN(c5ccccc5)CC4)nn23)cc1	nt	nt	nt	0	24	nt	-2	0
CCCCCCCCNC(=O)/C(C#N)=C/c1ccc2c(c1)OCCO2	-2	0	-13	nt	nt	0.1	nt	nt
Cc1nc2cc(NS(=O)(=O)c3ccccc3)ccc2n1C	-2	-3	-1	-3	-3	-0.3	0	0
CCCCCCCCNc1nc(Cl)nc(NCCN2CCOCC2)n1	2	18	-1	-2	-4	2.3	0	0
COc1cc(CN2CCN(Cc3cccc(OC)c3OC)CC2)cc(OC)c1	-4	5	-10	-4	-7	0.3	0	-10
COc1ccc(C(C)(O)c2nc(-c3ccc(Cl)cc3)cs2)cc1 (centres undefined)	4	-3	-11	8	2	0.1	15	nt
C=CCCN(CC#C[C@H]1Oc2ccccc2S(=O)(=O)N2CCC[C@@H]12)S(=O)(=O)c1ccc(C)cc1	0	2	-1	0	nt	nt	-7	4
CCCN(c1ccccc1F)S(=O)(=O)c1cc(-c2cc(C)no2)ccc1OC	-3	-2	-6	6	-5	nt	3	-4
COc1cccc(N2CCN(C(=O)c3cccn4c(=O)c5c(C)c(C)sc5nc34)CC2)c1	0	2	-15	nt	-6	0.8	nt	36
COc1ccc(S(=O)(=O)N(C)C[C@@H]2Oc3c(NC(=O)c4cc(C)nn4C)cccc3C(=O)N([C@H](C)CO)C[C@@H]2C)cc1	2	-4	2	0	-1	0.1	7	nt
CCCOC(=O)c1sc2nc3c(cc2c1N)C(=O)CCC3	nt	nt	nt	-8	17	nt	-9	-4
CC(C)NC(=O)Nc1ccc2c(c1)C(=O)N([C@H](C)CO)C[C@@H](C)[C@H](CN(C)C(=O)Nc1cccc3ccccc13)O2	-5	-2	3	9	0	nt	-3	2
COc1cc(Cl)c(C)cc1NC(=O)CNC(C)c1ccccc1OC (centres undefined)	-3	-3	-1	nt	nt	-0.7	nt	-5
CC(C)c1cc(CN2CCOCC2)cc(C(C)C)c1O	2	4	-6	3	1	0.0	10	-3
C[C@H]1CC[C@]2(O[C@H](CCO)C[C@@H](O)[C@@H]2O)O1	-2	3	-8	0	-3	-0.4	1	-7
NS(=O)(=O)c1ccc(CCNC(=O)c2ccc3nccnc3c2)cc1	15	9	-27	3	0	nt	-6	9
COCC(=O)N1[C@@H](CO)[C@@H](c2ccccc2)C12CN(C(=O)Nc1ccccc1F)C2	1	1	3	nt	nt	0.0	nt	nt
Cc1ccccc1N/C(=N/S(=O)(=O)c1cc(F)ccc1F)c1ccccc1	-4	-1	-3	-1	nt	-0.7	-8	3
Cc1cccc(-c2ccc([N+](=O)[O-])cc2CN2CCN(c3ncc(Cc4ccccc4)cn3)CC2)c1	-9	-3	-11	nt	nt	0.0	nt	nt
OCCOCCn1c2ccccc2c2ccccc21	nt	nt	nt	3	1	nt	-5	-2
O=C(N/N=C\c1ccccn1)C1COc2cc3ccccc3cc2O1 (centres undefined)	nt	nt	nt	1	-2	nt	2	11
C[C@@H]1CCCCO[C@@H](CN(C)Cc2ccc(C(=O)O)cc2)[C@@H](C)CN([C@@H](C)CO)C(=O)c2cc(NS(=O)(=O)c3ccccc3)ccc2O1	nt	nt	nt	-2	0	0.1	-3	-3
COc1cccc(C(=O)Nc2cccc(OC(C)=O)c2)c1	3	5	-3	-1	23	nt	1	-3
COc1ccc(NC(=O)C2=C(C)NC(=O)NC2c2cccs2)c(OC)c1 (centres undefined)	nt	0	-8	-7	-1	0.8	-7	5
Cc1[nH]c(=O)[nH]c(=O)c1S(=O)(=O)Nc1ccc(Oc2ccccc2)cc1	nt	nt	nt	-6	-3	nt	0	1
O=c1[nH]nc(-c2ccccc2)cc1-c1ccccc1	4	1	-8	nt	nt	nt	nt	0
CCN(CC)CCC(O)(c1ccccc1)C1CCCCC1 (centres undefined)	1	2	-8	-5	-15	nt	10	3
CCc1ccc(N(CC)C(=O)c2cn(C)c(=O)c3ccccc23)cc1	-2	5	-8	0	-2	0.1	6	-6
COc1ccccc1NC(=O)CN(c1ccccc1C)S(C)(=O)=O	-1	1	5	-5	-3	0.1	-2	-2
Cc1cccc(NC(=O)c2oc3c(c2C)C(=O)CC(C)(C)C3)n1	nt	nt	nt	-2	-1	nt	0	1
Cc1cc(C)c[n+](-c2nc3ccccc3nc2C(=C=[N-])C#N)c1	6	3	-30	-6&1	-4&-5	nt	-9&-7	-3
Cn1nc(C(=O)NNc2c(F)c(F)cc(F)c2F)c2ccccc2c1=O	5	2	-2	-3	1	-0.1	-1	-3
C[C@H]1CN([C@@H](C)CO)C(=O)c2cc(NC(=O)CCCN(C)C)ccc2O[C@@H]1CN(C)S(C)(=O)=O	3	-5	5	-3	1	-14	-2	9

Reprinted from the part before: five compounds; new compounds follow.
SMILES	CASP6 VEID inh	ERp5 block	RAD52 anneal inh	PglD inh	esBAF inh	E-selectin induc	RAD54 branch	ARNT-TACC3 inh
COc1ccccc1NC(=O)CN(c1ccccc1C)S(C)(=O)=O	-1	1	5	-5	-3	0.1	-2	-2
Cc1cccc(NC(=O)c2oc3c(c2C)C(=O)CC(C)(C)C3)n1	nt	nt	nt	-2	-1	nt	0	1
Cc1cc(C)c[n+](-c2nc3ccccc3nc2C(=C=[N-])C#N)c1	6	3	-30	-6&1	-4&-5	nt	-9&-7	-3
Cn1nc(C(=O)NNc2c(F)c(F)cc(F)c2F)c2ccccc2c1=O	5	2	-2	-3	1	-0.1	-1	-3
C[C@H]1CN([C@@H](C)CO)C(=O)c2cc(NC(=O)CCCN(C)C)ccc2O[C@@H]1CN(C)S(C)(=O)=O	3	-5	5	-3	1	-14	-2	9
Cc1ccn2c(c1)nc(=O)c1cc(S(=O)(=O)N3CCC(C)CC3)ccc12	5	0	-18	-11	-10	nt	-7	4
CCN(CC(=O)Nc1ccc2c(c1)OCCO2)C(=O)CCc1ccc(OC)cc1	-2	3	2	-2	-10	0.7	-4	-1
Cc1cc(F)ccc1C(O)c1ncc(-c2cccc3ccccc23)[nH]1 (centres undefined)	7	9	0	-5	3	-0.1	4	nt
COCCN=c1scc(-c2cc(OC)ccc2OC)n1/N=C/c1c[nH]c2ccccc12	-1	6	-18	-1	nt	nt	6	7
O=C(CSc1nc2ccccc2c(=O)n1CCC(=O)N1CCN(c2ccccc2)CC1)NCC1CCCO1 (centres undefined)	0	-6	-13	nt	-3	1.2	nt	6
Cn1c(SCC(=O)NC2CCCCC2)nnc1C(F)(F)F	-3	-1	-9	-2	4	3.4	-18	nt
CO[C@H](CN(C)Cc1cc(F)ccc1F)[C@H](C)CN([C@@H](C)CO)S(=O)(=O)c1ccc(F)cc1	1	7	7	0	5	0.0	3	3
CCCNC(=O)N(C)C[C@@H]1Oc2cc(C#Cc3ccccn3)ccc2S(=O)(=O)N([C@H](C)CO)C[C@H]1C	3	-2	-28	0	4	0.2	-8	4
CO[C@@H]1CN(C)C(=O)c2ccc(NS(=O)(=O)c3ccc(Cl)cc3)cc2OC[C@H](C)N(C(=O)NC(C)C)C[C@H]1C	-2	4	9	3	4	-0.2	6	-3
Cc1ccc2c(c1)C(=O)c1c(C(=O)O)cccc1-2	30	-12	-1	nt	nt	nt	nt	-4
O=C1NC(=O)/C(=C/c2ccc(N3CCOCC3)o2)N1	0	-6	-30	nt	1	0.0	nt	-4
COc1cccc(C#Cc2cnc3c(c2)C(=O)N([C@H](C)CO)C[C@@H](C)[C@H](CN(C)C(C)=O)O3)c1	2	-3	7	-1	-5	0.0	-4	11
COc1ccc(OCCOC(=O)Nc2ccccc2)cc1	nt	nt	nt	-84	18	nt	-6	-23
CCCCN(C(=O)c1ccccc1OCc1ccc(F)cc1)c1c(N)n(CC(C)C)c(=O)[nH]c1=O	-3	3	-10	nt	nt	nt	1	-3
COc1ccc(NC(=O)N(C)C[C@H]2Oc3ccc(NC(=O)Cc4ccccc4)cc3CC(=O)N([C@H](C)CO)C[C@@H]2C)cc1	1	-3	-5	8	4	-5.8	2	-4
COc1cccc(-c2noc(CCC(=O)N3CCN(c4cc(C)ccc4C)CC3)n2)c1	-3	6	-18	2	2	-0.1	14	-4
O=C(C[C@@H]1CC[C@@H](NC(=O)CN2CCOCC2)[C@@H](CO)O1)NCCc1ccncc1	2	-3	7	2	1	-0.1	1	-15
O=C(O)/C=C/C(=O)Nc1ccc(S(=O)(=O)Nc2nccs2)cc1	9	4	-3	-2	4	0.3	-11	2
Cn1c(=N)n(CC(=O)c2cccs2)c2ccccc21	-8	1	3	0	44*	nt	4	-4
O=C(C[C@@H]1CC[C@H](NC(=O)Nc2ccc(F)cc2)[C@@H](CO)O1)NCc1ccccn1	-1	3	5	-2	4	1.1	-3	4
CC1(C)C(c2ccco2)=[N+]([O-])C2(CCCCC2=O)N1O (centres undefined)	nt	nt	nt	6	-6	nt	5	-4
CNC(=S)N/N=C(\C)c1ccc(N2CCOCC2)cc1	2	4	-14	4	27	-2.9	4	nt
COc1cc(NC(=O)NNC(=O)c2cc3occc3n2C)cc(OC)c1OC	3	6	-4	0	6	nt	-7	-5
CCCN(CCC)CCCNC(=O)c1cc2c(=O)[nH]c3ccccc3c2s1	-8	-1	10	2	-3	0.0	51*	7
COc1ccc(NC(=O)Nc2cccc3c2O[C@@H](CN(C)Cc2ccc(C(=O)O)cc2)[C@H](C)CN([C@H](C)CO)C3=O)cc1	-1	-5	9	-3	-1	-0.1	0	-3
O=C(c1ccc(Oc2ccccc2)cc1)C1CCCN(C(=O)c2cnccn2)C1 (centres undefined)	0	-1	-9	0	12	0.2	-11	2
Fc1ccccc1CN1CCCN(C(=S)Nc2cccc(Cl)c2)C1	-4	-7	-35	-1	-4	2.1	-10	3
COc1ccc(NC2=NC3(CCCCC3)N=C(N)N2)cc1	-5	-6	-9	0	6	nt	8	8
CC(Sc1nc(C2CC2)n(-c2ccccc2)n1)C(=O)c1c(N)n(C)c(=O)n(C)c1=O (centres undefined)	2	6	-16	1	nt	-0.1	-7	-10
COc1cccc(NC(=O)N2C[C@H](O)COC[C@@H]3O[C@@H](CC(=O)NC4Cc5ccccc5C4)CC[C@H]32)c1	2	-5	6	1	7	-0.1	-1	1
COc1ccc(C(=O)N2CCN(c3ccc(C)cc3)CC2)cc1OC	2	-1	-2	-1	12	1.4	-6	4
Cc1ccc(CCNC(=O)CC2Oc3ccc(C)cc3NC2=O)cc1 (centres undefined)	-2	4	-9	0	-9	0.0	-1	20
COC(=O)C1(C(=O)OC)Sc2ccccc2C1=O	nt	nt	nt	-4	2	nt	11	0
COc1ccccc1N1CCN(C(=O)C2CCN(S(=O)(=O)c3ccccc3F)CC2)CC1	0	3	-19	0	-6	-0.7	10	4
O=C(COC(=O)/C=C/c1cccc(Cl)c1)NCc1cccs1	-8	1	4	3	-1	1.4	1	-1
CSCCC(NC(=O)c1ccccc1Cl)C(=O)NNC(=O)c1ccncc1 (centres undefined)	1	8	-4	5	5	nt	-22	1
Cc1c(-c2ccc(OCCN3CCCCC3)cc2)c(=O)oc2ccc3ccccc3c12	-4	0	3	4	-7	nt	2	nt
CC(C)CC(NS(=O)(=O)c1ccc2c(c1)oc(=O)n2C)C(=O)N1CC=C(c2ccccc2)CC1 (centres undefined)	1	5	-29	2	3	0.3	0	0
